D1 ag = Allosteric Agonists of the Human D1 Dopamine Receptor: qHTS | D(1A) dopamine receptor (Homo sapiens), P21728 | HEK293 T-REx D1 cells, calcium flux, agonist mode | activation, % at 2 µM | 1% of 360,000 active | AID 504660, 2011; further: 0% is about no effect
Target sequence (P21728 whole entry, looked up): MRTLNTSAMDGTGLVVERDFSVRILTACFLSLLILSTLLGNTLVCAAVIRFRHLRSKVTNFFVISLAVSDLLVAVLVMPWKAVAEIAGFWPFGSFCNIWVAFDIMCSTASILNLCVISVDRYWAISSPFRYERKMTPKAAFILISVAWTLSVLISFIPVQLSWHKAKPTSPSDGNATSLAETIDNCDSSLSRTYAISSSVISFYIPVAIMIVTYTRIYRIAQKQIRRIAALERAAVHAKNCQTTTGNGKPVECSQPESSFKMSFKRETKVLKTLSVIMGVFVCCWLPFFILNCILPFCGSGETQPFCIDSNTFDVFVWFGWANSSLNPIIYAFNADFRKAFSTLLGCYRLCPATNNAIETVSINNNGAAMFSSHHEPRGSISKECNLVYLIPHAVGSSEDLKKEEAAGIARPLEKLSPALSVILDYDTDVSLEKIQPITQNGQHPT
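Tetracycline-induced HEK293 TREx D1 cells, force-coupled to calcium signalling, were dye-loaded with a no-wash calcium kit. Compound was pin-added after a 10 s baseline. Fluorescence was read kinetically at 1 cycle/s for 180 s, with calcium rises flagged as agonism.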
RXFP1 antagonist = qHTS Assay for Antagonists of the Relaxin Receptor RXFP1 | Relaxin receptor 1 (Homo sapiens), Q9HBX9 | HEK293-RXFP1, relaxin-stimulated cAMP HTRF, 30 min; active compounds read low | activity change, negative = inhibition, % at 57.5 µM | 0.59% of 350,000 active;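 active means activity change of -60% or lower, but not beyond a set lower limit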; further: on the % scale 0 is the no-effect control and ±100 the full control effect
D2 potentiator = HTS Assay for Positive Allosteric Modulators of the Human D2 Dopamine Receptor: Primary Screen for Potentiators. HEK293 T-REx D2, calcium flux, EC20 dopamine potentiation. D(2) dopamine receptor (Homo sapiens), P14416. potentiation, % at 10 µM. 0.34% of 340,000 active;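 active means potentiation over 3 SD above the plate norm, cut at about 30% in these data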; further: 0% is about no effect
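Calcium flux readout, no-wash dye, 1 read/s. Inducible HEK293 Trex D2 line, overnight 30 C. Compound alone 180 s (agonist flags), then EC20 dopamine, another 180 s to score potentiation.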
D2 ag = HTS Assay for Allosteric Agonists of the Human D2 Dopamine Receptor: Primary Screen for Agonists; HEK293 T-REx D2 cells, calcium flux agonist mode; 0.53% of 340,000 active; D(2) dopamine receptor (Homo sapiens), P14416; activation, % at 2 µM; AID 485358, 2010;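 active means activation over 3 SD above normal in the single-dose calcium agonist read, cut at about 30% in these data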; further: 0% is about no effect
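Agonism scored from kinetic calcium signal (1 read/sec, 180 s) following compound pin transfer, after a 10 s baseline. Cells: HEK293 Trex line expressing inducible D2 receptor coupled to calcium, dye-loaded after overnight culture at 30 C.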
TRHR agonist = qHTS for Small Molecule Agonists and Allosteric Enhancers of Human TRH Receptor: Primary Screen for Agonists | Thyrotropin-releasing hormone receptor (Homo sapiens), P34981 | TRHR cells, calcium flux fluo-8, FDSS agonist mode | activation, % at 2 µM | 0.18% of 360,000 active | AID 493084, 2011; further: 0% is about no effect
Target sequence (P34981 whole entry, looked up): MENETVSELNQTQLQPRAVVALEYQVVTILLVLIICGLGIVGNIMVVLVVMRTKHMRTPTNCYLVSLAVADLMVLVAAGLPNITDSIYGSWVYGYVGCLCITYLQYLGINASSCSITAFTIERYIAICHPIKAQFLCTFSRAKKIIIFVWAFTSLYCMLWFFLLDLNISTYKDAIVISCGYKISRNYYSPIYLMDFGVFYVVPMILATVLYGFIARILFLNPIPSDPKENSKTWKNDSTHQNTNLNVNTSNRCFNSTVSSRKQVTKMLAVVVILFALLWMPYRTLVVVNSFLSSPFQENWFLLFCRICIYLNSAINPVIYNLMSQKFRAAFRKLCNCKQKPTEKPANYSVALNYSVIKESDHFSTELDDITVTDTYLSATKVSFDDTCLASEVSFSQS
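Read-out: compound-evoked intracellular calcium rise in TRHR cells, fluo-8 dye, kinetic FDSS fluorescence at 1 s/cycle following a 10-cycle baseline. Cells cultured overnight before dye loading (30 min–1.5 h, RT).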
D1 antagonist = Antagonist of Human D 1 Dopamine Receptor: qHTS | AID 504652, 2011 | D(1A) dopamine receptor (Homo sapiens), P21728 | 3.2% of 360,000 active | HEK293 TREx D1 cells, calcium flux, dopamine EC80; active compounds read low | activity change, negative = inhibition, % at 10 µM; in the data active means activity change below about -30%; further: on the % scale 0 is the no-effect control and ±100 the full control effect
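Antagonism measured as reduced calcium response to an EC80 dopamine addition following 180 s compound pre-read; cells were inducible HEK293 Trex D1 plated overnight at 30 C, read kinetically at 1 cycle/sec.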
D1 potentiator = Potentiators of Human D1 Dopamine Receptor: qHTS | potentiation, % at 10 µM | AID 504651, 2011 | D(1A) dopamine receptor (Homo sapiens), P21728 | HEK293 TREx D1 cells, calcium flux, dopamine EC20 potentiation | 0.036% of 360,000 active; in the data active means potentiation above about 30%; further: 0% is about no effect
D2 antag = HTS Assay for Allosteric Antagonists of the Human D2 Dopamine Receptor: Primary Screen for Antagonists; D(2) dopamine receptor (Homo sapiens), P14416; HEK293 TREx D2 cells, calcium flux, dopamine EC80; inhibition, % at 10 µM; 2% of 340,000 active; in the data active means inhibition above about 30%; further: 0% is about no effect
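HEK293 T-REx D2 cells, tet-induced, calcium dye no-wash. Cpd pintool add, 180 s kinetic, then EC80 DA, 180 s kinetic. Ca flux read.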
TRHR enhancer = qHTS for Small Molecule Agonists and Allosteric Enhancers of Human TRH Receptor: Primary Screen for Enhancers | AID 493056, 2011 | enhancement, % at 2 µM | 0.66% of 360,000 active | TRHR cells, fluo-8 calcium fluorescence, EC20 TRH enhancement | Thyrotropin-releasing hormone receptor (Homo sapiens), P34981; in the data active means enhancement above about 30%; further: 0% is about no effect
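TRHR-expressing cells loaded with fluo-8 calcium dye were read kinetically (ex 480/em 530) during compound addition, then stimulated with an EC20 of TRH (10 nM final). Enhancement of the Gq-mediated intracellular calcium response was scored.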
* marks the source's active call; other numbers are inactive results; · = no result given. Unless noted, no stated cut-off is given here; in the data, active means activation above about 30%; inactive means the rest.

SMILES	D1 ag	RXFP1 antagonist	D2 potentiator	D2 ag	TRHR agonist	D1 antagonist	D1 potentiator	D2 antag	TRHR enhancer
CCCCn1ccc(=O)c2c(C(F)(F)F)nccc21	1	-5	-15	0.6	0.3	-4	-1	0	-5
CCOC(=O)c1c(C)[nH]c(C)c1C(=O)CSc1nnc(-c2ccc(OC(F)F)cc2)o1	6	4	·	·	0.5	-20	-5	·	2
Cc1cccc(-n2nc3c(c2NC(=O)C(C)C)CSC3)c1	1	11	0	-0.6	-1.1	4	-2	9	-4
CC(=O)Nc1ccc(NC(=S)NC(=O)/C=C/c2ccco2)cc1	1	-15	-11	0.4	-0.3	-9	-8	-5	10
COc1cc(Cl)ccc1NC(=S)N(CCN(C)C)C(C)c1ccncc1 (stereo unspecified)	1	3	5	-1.6	-0.6	37	-1	4	4
COc1cc(NC(=O)CSc2nc3c(C)ccc(C)c3cc2C)c(C(=O)O)cc1OC	2	9	4	-0.8	-0.3	-5	-7	7	0
Cc1ccc(NC(=O)CCCN2C(=O)NC(C)(C)C2=O)cc1	0	6	-2	-0.1	-0.2	3	-2	-6	-4
O=C(CSc1nnc2ccccn12)NC(=O)NC1CCCCC1	2	-20	-19	-0.2	0.3	0	-3	16	6
C/C=C(\C)C(=O)NCCN1C2=NC[C@H](C(C)C)N2C[C@@H]1Cc1ccc(OC)cc1	-3	·	-10	-0.1	0.9	-2	-3	-1	1
CCOCCCNC(=O)c1cc2sc(Cl)cc2n1CC	2	30	-6	0.3	0.4	22	1	-10	-8
CCOP(=O)(OCC)c1nc(-c2cccc3ccccc23)oc1N1CCOCC1	0	-12	-3	0.8	-0.1	-4	-4	-6	-7
Cc1ccc(N2C(=O)C3C4C=CC(CNC(=S)Nc5cccc(Cl)c5)(O4)C3C2=O)cc1 (stereo unspecified)	4	·	-3	0.6	-0.4	-20	-8	-10	2
CC(C)C(c1nnnn1Cc1ccco1)N1CCN(c2cccc(Cl)c2)CC1 (stereo unspecified)	3	-3	-10	0.5	0.0	4	-2	8	-8
Cc1ccc(NS(=O)(=O)c2ccc3c(c2)NC(=O)CCS3)c(Cl)c1	11	9	-5	0.2	0.1	-16	0	-44	-2
Cc1nn(-c2ccccc2)c(=O)c2noc(C)c12	2	7	6	0.2	-0.4	3	2	-5	7

Arranged by formula weight (descending): 3 of the compounds above
SMILES	D1 ag	RXFP1 antagonist	D2 potentiator	D2 ag	TRHR agonist	D1 antagonist	D1 potentiator	D2 antag	TRHR enhancer
Cc1ccc(N2C(=O)C3C4C=CC(CNC(=S)Nc5cccc(Cl)c5)(O4)C3C2=O)cc1 (stereo unspecified)	4	·	-3	0.6	-0.4	-20	-8	-10	2
CCCCn1ccc(=O)c2c(C(F)(F)F)nccc21	1	-5	-15	0.6	0.3	-4	-1	0	-5
Cc1nn(-c2ccccc2)c(=O)c2noc(C)c12	2	7	6	0.2	-0.4	3	2	-5	7

Continuation.
SMILES	D1 ag	RXFP1 antagonist	D2 potentiator	D2 ag	TRHR agonist	D1 antagonist	D1 potentiator	D2 antag	TRHR enhancer
CCOC(=O)CSc1nnc(CNC(=O)c2ccc(OC)c(OC)c2)n1C	4	-11	12	1.3	0.7	4	-10	-6	1
C=CCC(=O)NC1CCCc2c1cnn2-c1cc(F)cc(F)c1 (stereo unspecified)	2	3	·	·	-2.1	1	-1	·	6
O=C(O)CCN1C(=O)c2ccccc2Sc2ncccc21	0	-5	2	0.1	0.6	-2	-5	4	3
CCOC(=O)C1(CCOc2ccccc2)CCN(Cc2cccc(OCCO)c2)CC1	4	-16	3	-0.8	0.3	-23	-6	-31	-6
O=C(c1cccn2c(=O)c3cc(Cl)ccc3nc12)N1CCN(c2ccccc2F)CC1	-1	4	-12	-0.3	-0.1	3	-1	·	-3
Cc1nc2ccc(Cl)cc2c(-c2ccccc2F)c1CC(=O)O	3	9	0	-2.3	-0.3	-9	-5	11	3
COc1ccc(C(=O)N/N=C/c2ccc(OC(=O)c3cccs3)cc2)cc1	5	-15	-7	-1.3	-0.7	2	3	-1	-4
S=C(Nc1ccccc1Cl)N1CCC(c2ccccc2)C1 (stereo unspecified)	3	0	-6	-0.5	-0.3	-13	-1	2	-7
CC(=O)N1CC[n+]2c(-c3ccc(Cl)cc3)csc21	4	-18	19	-0.5	-0.5	-11	-2	-13	2
CCN(CC)C(=O)CSc1nc(-c2ccccc2F)nc2c1Cc1c(CO)cnc(C)c1O2	2	-32	-6	·	0.4	-4	-5	·	-5
CC(C)OC(=O)c1cccc(C(=O)Oc2ccccc2)n1	1	-8	3	-0.8	-0.4	5	-2	20	1
CC(C)N(C(=O)COC(=O)[C@H](C)NC(=O)c1ccco1)c1ccccc1	0	-2	1	2.5	-0.3	2	1	7	2
Cc1ccc(-c2nnc3sc(C4COc5ccccc5O4)nn23)cc1 (stereo unspecified)	5	-3	18	-2.4	-0.2	-10	-9	-9	2
CCCCNC(=O)CCCCCn1c(=O)[nH]c2cc(C(=O)OC)ccc2c1=O	2	-15	5	-0.4	-0.8	30	-2	-5	3
COc1ccc(-n2c(SCC#N)nc3c(sc(=S)n3-c3ccccc3)c2=O)c(OC)c1	3	-22	2	0.3	1.7	-13	-7	15	0
COc1ccc(C)cc1N(CC(=O)NCCN1CCOCC1)S(=O)(=O)c1ccccc1	-2	-3	-10	0.3	-0.5	21	5	-6	0
CCCCC(=O)NC(N1CCCCC1)C(Cl)(Cl)Cl (stereo unspecified)	1	-15	18	-0.3	-0.6	-3	-5	-1	4
Cc1ccc(C(=O)C(NC(=O)c2ccco2)Nc2sc3c(c2C(N)=O)CCCC3)cc1 (stereo unspecified)	3	·	·	·	0.9	10	4	·	-1
COc1ccc(CNC(=O)C(C)n2ccc3cc(S(=O)(=O)N4CCCC4)ccc32)cc1OC (stereo unspecified)	0	-14	2	-0.3	-0.1	-15	-3	·	1
COc1ccc(N(C)S(=O)(=O)c2ccc(Cl)c(C(=O)NNC(=O)c3ccccc3O)c2)cc1	1	-12	-12	0.2	0.6	0	2	2	-2
CC(C)(C)c1ccc(COC(=O)CNC(=O)CNC(=O)Cc2ccccc2)cc1	1	-1	6	0.4	-0.6	1	-5	11	-3
COc1ccc(-c2cc(C(F)(F)F)c3c(n2)sc2c(O)cc(=O)[nH]c23)c(OC)c1	42*	-3	12	16	34*	-15	-2	-9	8
Cc1oc(-c2ccccc2F)nc1CS(=O)(=O)CC(=O)NCCN1CCCC1	1	0	0	0.3	-0.2	-18	3	-19	-4
COc1ccc(C2NCCc3sccc32)cc1 (stereo unspecified)	4	-18	-7	2.0	0.2	-1	4	6	0
COc1cccc(O)c1CN1CCC(Oc2ccc(C(=O)NCc3ccccn3)cc2)CC1	10	13	-6	0.4	0.4	-19	-15	6	-1
Nn1c(SCC(=O)Nc2ccc(N3CCOCC3)cc2)nnc1-c1cccc(F)c1	2	-1	-4	-0.9	-0.2	12	4	-4	-10
OC1(c2cccs2)CN(c2ccc(Br)cc2)C2=[N+]1CCCS2 (stereo unspecified)	8	-18	-19	6.0	3.7	3	-3	2	-10
CC1(C)CC(=O)C2=C(C1)N1CCCCC1CC2=O (stereo unspecified)	-1	-7	·	·	-0.9	5	3	·	4
O=C(NCCCO)c1ccc(CSc2nc3ccccc3[nH]2)cc1	3	-6	-6	0.5	0.5	-8	-7	29	1
COCCCNC(=O)C1CCN(c2ncccn2)CC1	1	-9	-4	1.0	3.3	-2	6	3	0

An excerpt from above in order of the D2 antag value, ascending:
| Structure | D2 antag |
| --- | --- |
| CCCCC(=O)NC(N1CCCCC1)C(Cl)(Cl)Cl (stereo unspecified) | -1 |
| OC1(c2cccs2)CN(c2ccc(Br)cc2)C2=[N+]1CCCS2 (stereo unspecified) | 2 |
| O=C(NCCCO)c1ccc(CSc2nc3ccccc3[nH]2)cc1 | 29 |

Next section:
SMILES	D1 ag	RXFP1 antagonist	D2 potentiator	D2 ag	TRHR agonist	D1 antagonist	D1 potentiator	D2 antag	TRHR enhancer
CC(Cl)C(=O)Nc1cc(C(C)(C)C)nn1-c1ccccc1 (stereo unspecified)	0	3	3	-0.5	0.1	-9	0	-11	6
O=C(NCCC1=CCCCC1)c1ccc2c(c1)ncn2-c1cccc(Cl)c1	-1	5	-5	0.3	-0.1	24	0	·	5
Cc1nc2cc(NC(=O)COc3ccc(C#N)cc3)ccc2n1-c1ccccc1	16	2	6	-0.6	-0.7	4	-9	3	7
Fc1ccc(-c2nc3nc4ccccc4nc3n2Cc2ccco2)cc1	3	0	-7	2.0	-0.4	-2	-7	8	-10
CCOc1ccccc1OCCCC(=O)N1CCN(S(=O)(=O)c2ccc(C)cc2C)CC1	18	13	10	-0.8	0.7	-18	·	9	-4
Clc1ccccc1-c1nnc2sc(-c3ccccn3)nn12	-3	-2	·	·	-0.4	3	4	·	-3
CC(C)C12CN3CC(C(C)C)(CN(C1)C3c1ccco1)C2=O (stereo unspecified)	1	9	·	·	0.1	-8	-2	·	4
Cc1cccc(-n2nc3c([n+]2[O-])CCc2nonc2-3)c1C	1	10	14	-0.4	0.1	6	-1	-3	6
Cc1ccc(/C=C2\SC(N)=NC2=O)s1	2	·	-2	-1.5	-0.8	8	-8	-12	2
COc1cc(CN(C(=O)c2ccccc2[N+](=O)[O-])c2ccccn2)cc(OC)c1OC	-2	·	3	1.0	0.4	14	0	·	-2
O=C1C=C(NCc2ccc(Cl)c(Cl)c2)C2(CCCCC2)O1	8	-12	-5	-0.1	1.1	-27	-7	-6	1
COCCn1c(=NC(=O)C2COc3ccccc3O2)sc2cc(S(N)(=O)=O)ccc21 (stereo unspecified)	-1	3	-8	6.4	0.2	-11	-7	-9	5
Cc1noc(C)c1COc1ccc(C(=O)NNC(=O)c2ccccc2O)cc1	2	7	5	-0.5	0.5	10	-2	-8	-1
Cc1cccc2cc(CN(Cc3ccc(F)cc3)C(=O)N3CCOCC3)c3nnnn3c12	1	-5	11	0.2	0.4	2	-3	-4	-2
O=C(O)c1cc(-c2cccs2)[nH]n1	5	-7	1	0.4	0.8	10	2	0	-3
N#CCCn1cc(C(CC(=O)c2ccc(Br)cc2)C(=O)O)c2ccccc21 (stereo unspecified)	4	·	12	0.9	0.3	-9	-1	-4	-2
CN(C)CCNc1nc2c(c(=O)[nH]c(=O)n2C)n1CC(O)COc1ccc(Cl)cc1Cl (stereo unspecified)	5	-7	-24	0.6	-0.1	-26	-7	-9	-6
Cc1ccc(CNc2ccc(S(=O)(=O)N3CCOCC3)cc2[N+](=O)[O-])cc1	6	-2	-1	1.8	0.5	-57*	2	1	-3

Bioassay records from PubChem BioAssay.
